PME-1 inh = blocks human protein phosphatase methylesterase 1. Q9Y570. recombinant PME-1, FP-Rh probe fluorescence polarization. inhibition, % at 5.9 µM. 320,000 tested, 0.53% active;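 active means inhibition above the campaign mean of all compounds plus 3 SD, cut at about 26% in these data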;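 further: competitive labeling of PME-1 active site by serine hydrolase directed probe; 0% = PME-1 with DMSO and 100% = wells lacking PME-1 enzyme; inhibitors block probe labeling so polarization falls and inhibition rises; many of its hits are not listed in these tables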
TPT1 inh = inhibitors of Candida albicans tRNA 2'-phosphotransferase TPT1; 300,000 tested, 0.81% active; AID 1962; inhibition, % at 5 µM; recombinant caTPT1, FP RNA substrate dephosphorylation;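 active means inhibition above the mean of all tested compounds plus 3 SD, set per screening campaign, cut at about 24% in these data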;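 further: plate controls were DMSO alone for no effect and ferristatin control at 100 nM for full effect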
GSTO1 inh = counter-screen for RBBP9 inhibitors: inhibitors of human GSTO1; P78417; recombinant GSTO1, activity-based probe fluorescence polarization; inhibition, % at 5.96 µM; 300,000 tested, 1.1% active;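 active means inhibition above the campaign mean inhibition plus 3 SD, cut at about 35% in these data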;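 further: 0% = GSTO1-1 with DMSO and 100% = wells lacking GSTO1-1 enzyme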
Target sequence (P78417 whole entry, looked up): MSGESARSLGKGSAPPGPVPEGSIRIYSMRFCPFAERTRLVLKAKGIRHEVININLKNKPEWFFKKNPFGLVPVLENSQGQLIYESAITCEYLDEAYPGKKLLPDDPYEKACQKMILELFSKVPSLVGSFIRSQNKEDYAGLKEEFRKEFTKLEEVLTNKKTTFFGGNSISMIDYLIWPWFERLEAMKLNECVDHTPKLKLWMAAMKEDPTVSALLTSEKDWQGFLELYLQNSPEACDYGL
Fam108B inh = counter-screen for RBBP9 inhibitors: inhibitors of mouse Fam108B; recombinant Fam108B, FP-Rh probe fluorescence polarization; inhibition, % at 9.51 µM; 300,000 tested, 0.33% active; AID 1947;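 active means inhibition above the screen mean inhibition plus 3 SD, computed separately per campaign, cut at about 18% in these data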;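 further: inhibitors lower polarization as less probe binds the enzyme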
GLD-1 RNA inh = GLD-1-TGE RNA interaction inhibition (C. elegans) | AID 2280 | purified GLD-1 + fluorescein TGE RNA, fluorescence polarization | Q17339 | inhibition, % at 5.96 µM | 320,000 tested, 0.44% active;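 active means percent inhibition above a per-plate cutoff, the plate mean of test compounds plus 3 SD, cut at about 30% in these data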;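 further: 0% = DMSO wells with GLD-1 and probe and 100% = wells lacking GLD-1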
PAD4 inh = inhibitors of human PAD4; Q9UM07; inhibition, % at 6.36 µM; 330,000 tested, 0.41% active; recombinant PAD4, RCA probe fluorescence polarization;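 active means percent inhibition above a cutoff equal to the mean of all tested compounds plus 3 SD, cut at about 15% in these data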;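 further: 0% = PAD4 with RCA probe and DMSO and 100% = probe without PAD4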
MCL1 BIM primary = MCL1-BIM-BH3 interaction inhibition (human) | Q07820 | GST-MCL1 / FITC-Bim-BH3 fluorescence polarization | 320,000 tested, 0.68% active | inhibition, % at 10.9 µM;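 active means inhibition above the mean inhibition of all tested compounds plus 3 SD, set per campaign, cut at about 40% in these data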;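 further: 0% = DMSO wells and 100% = unlabeled Bim-BH3 peptide control; higher means more loss of mP so more displacement of Bim peptide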
Target sequence (Q07820 whole entry, looked up): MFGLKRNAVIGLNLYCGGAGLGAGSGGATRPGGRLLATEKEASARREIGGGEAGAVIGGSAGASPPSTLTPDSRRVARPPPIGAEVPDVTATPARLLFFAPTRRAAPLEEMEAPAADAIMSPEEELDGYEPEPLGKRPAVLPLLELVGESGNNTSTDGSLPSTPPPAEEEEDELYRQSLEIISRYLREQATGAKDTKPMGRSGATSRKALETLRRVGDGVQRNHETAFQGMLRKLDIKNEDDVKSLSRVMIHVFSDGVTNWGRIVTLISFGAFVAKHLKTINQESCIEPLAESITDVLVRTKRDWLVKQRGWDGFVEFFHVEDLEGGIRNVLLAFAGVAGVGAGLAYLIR
Bcl-xL primary = Bcl-xL (human) inhibition; 320,000 tested, 0.7% active; GST-Bcl-xL / FITC-Bim BH3 peptide fluorescence polarization; inhibition, % at 10.9 µM; Q07817;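 active means inhibition above the mean of all tested compounds plus 3 SD, cutoff set per campaign, cut at about 30% in these data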;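 further: 0% = DMSO wells and 100% = unlabeled Bim-BH3 peptide competitor; inhibitors lower millipolarization by displacing the labeled peptide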
Target sequence (Q07817 whole entry, looked up): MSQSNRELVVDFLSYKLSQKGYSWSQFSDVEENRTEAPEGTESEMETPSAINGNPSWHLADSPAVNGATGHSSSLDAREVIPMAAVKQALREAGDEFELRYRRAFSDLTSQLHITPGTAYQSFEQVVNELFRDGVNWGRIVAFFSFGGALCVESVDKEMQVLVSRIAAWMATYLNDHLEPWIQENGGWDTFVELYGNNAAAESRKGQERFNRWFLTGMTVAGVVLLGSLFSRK
MEX-5 binding = C. elegans MEX-5 TCR-2 RNA binding activity | 300,000 tested, 0.38% active | Q9XUB2 | AID 1832 | MEX-5/FITC-TCR2 RNA binding, fluorescence polarization; stronger effect = lower value | activity score (negative = inhibition of binding), % at 10 µM;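 active means inhibition past about -25% in most replicates, and total fluorescence under double the plate's negative control median, limit read from the data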;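 further: 0% = DMSO and -100% = 5 µM competing unlabeled TCR2 RNA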
* = called active by the depositor; . = no result given. An excerpt; rates above refer to the full screens.

Start of the listing, in advance, three compounds:
SMILES	PME-1 inh	TPT1 inh	GSTO1 inh	Fam108B inh	GLD-1 RNA inh	PAD4 inh	MCL1 BIM primary	Bcl-xL primary	MEX-5 binding
CCCCCNc1nc(-c2ccccc2)cs1	0	0	1	4	9	1	8	3	1.5
CCCN(CCC)S(=O)(=O)c1ccc(C(=O)NCc2n[nH]c(=S)n2-c2ccc(Cl)c(Cl)c2)cc1	0	-2	0	2	7	0	0	0	1.2
Cc1ccc(C2CC(c3cccs3)=NN2C(=O)CCl)cc1 (configuration not stated)	14	3	87*	4	-3	7	9	0	-1.8

The list itself (from the top)
SMILES	PME-1 inh	TPT1 inh	GSTO1 inh	Fam108B inh	GLD-1 RNA inh	PAD4 inh	MCL1 BIM primary	Bcl-xL primary	MEX-5 binding
CCCCCNc1nc(-c2ccccc2)cs1	0	0	1	4	9	1	8	3	1.5
CCCN(CCC)S(=O)(=O)c1ccc(C(=O)NCc2n[nH]c(=S)n2-c2ccc(Cl)c(Cl)c2)cc1	0	-2	0	2	7	0	0	0	1.2
Cc1ccc(C2CC(c3cccs3)=NN2C(=O)CCl)cc1 (configuration not stated)	14	3	87*	4	-3	7	9	0	-1.8
COc1ccc(N=c2oc3c(OC)cccc3cc2C(=O)NCc2ccco2)cc1OC	1	3	-4	3	10	5	-1	2	.
C[C@@H]1CN(c2nc3nonc3nc2N2CCSCC2)C[C@H](C)O1	-2	-2	7	3	-2	-2	-7	4	2.6
c1ccc(-n2nnnc2SCc2cn3ccccc3n2)cc1	4	-3	-8	-2	-1	0	9	7	3.0
CC1CCCCC1NC(=O)c1cccc(NC2=NC3CS(=O)(=O)CC3S2)c1 (configuration not stated)	0	-2	-2	-5	0	3	8	3	-1.6
COc1ccc(C(=O)NCC2OCCc3ccccc32)c(O)c1 (configuration not stated)	-9	3	-9	-4	3	0	1	5	-0.3
C=C(C)CCC(C)N1CCC(n2nccc2NC(=O)CCCc2ccccc2)CC1 (configuration not stated)	-8	2	6	1	1	-7	3	7	1.6
CCOc1ccc(-c2nnc3ccc(SCC(=O)Nc4nc5ccc(C)cc5s4)nn23)cc1	-14	2	2	0	4	2	6	3	-0.1
O=C(O)CCC(=O)NC1CCCCCCC1	-1	0	-4	3	0	2	-8	-4	-0.3
Cc1nc(S(=O)(=O)c2ccc(Cl)cc2)c(N(C)C)o1	-4	-3	7	4	3	3	3	5	3.1
COc1cc(C)c(S(=O)(=O)N2CCOCC2)cc1C	-7	0	3	4	9	-2	0	4	0.5
CCn1cc(SCC(=O)NC2CCCC2)c2ccccc21	0	1	-4	-6	2	-12	-13	-4	-3.4
Cc1cc(C)n2c(SCCO)nnc2n1	-3	1	4	2	1	1	2	8	-0.3
CC(OC(=O)CCCOc1ccccc1)C(=O)NC(N)=O (configuration not stated)	-15	-4	-9	1	5	-10	3	3	1.8
CCC(c1nnnn1CCOC)N1CCN(c2cccc(C(F)(F)F)c2)CC1 (configuration not stated)	6	0	1	2	0	2	1	5	-0.2
O=C(CSc1nnc(COc2ccccc2)o1)Nc1nccs1	1	2	8	-4	1	5	8	1	-18
O=CN(/C=C1\Sc2ccccc2C1=O)Cc1ccccc1	-7	4	5	1	2	2	-2	-1	-1.6
COc1cccc(CNC(=O)Cn2ncn3cccc3c2=O)c1OC	-2	-5	3	2	2	0	4	0	1.2
CCN(CC)C(=O)c1nc[nH]c1C(=O)N(C)Cc1ccccc1	4	.	.	.	-3	3	10	14	.
COc1cccc(CN2CCNC(=O)C2CC(=O)N(C)CCc2ccccn2)c1 (configuration not stated)	-4	-11	3	5	8	1	10	20	-0.9
CCOc1ccccc1-c1nnc(SCC(=O)Nc2ccccc2)o1	5	-2	2	3	0	0	10	6	1.7
CCN(C(=O)COC(=O)CCS(=O)(=O)c1ccc(C)cc1)C1CCS(=O)(=O)C1 (configuration not stated)	1	-3	1	6	1	1	1	4	-1.9
[O-][n+]1onc2c1C(N1CCOCC1)CCC2N1CCOCC1 (configuration not stated)	5	-4	10	-2	3	-4	-1	1	3.0

Brought forward from above: 4 compounds; new compounds follow.
SMILES	PME-1 inh	TPT1 inh	GSTO1 inh	Fam108B inh	GLD-1 RNA inh	PAD4 inh	MCL1 BIM primary	Bcl-xL primary	MEX-5 binding
COc1cccc(CN2CCNC(=O)C2CC(=O)N(C)CCc2ccccn2)c1 (configuration not stated)	-4	-11	3	5	8	1	10	20	-0.9
CCOc1ccccc1-c1nnc(SCC(=O)Nc2ccccc2)o1	5	-2	2	3	0	0	10	6	1.7
CCN(C(=O)COC(=O)CCS(=O)(=O)c1ccc(C)cc1)C1CCS(=O)(=O)C1 (configuration not stated)	1	-3	1	6	1	1	1	4	-1.9
[O-][n+]1onc2c1C(N1CCOCC1)CCC2N1CCOCC1 (configuration not stated)	5	-4	10	-2	3	-4	-1	1	3.0
CCOc1ccccc1C(=O)Nc1cccc2ccccc12	5	0	2	-2	6	-5	-4	0	0.5
CN(C)CCNC(=O)COc1ccc(C23CC4CC(CC(C4)C2)C3)cc1	5	-1	-1	-7	-3	2	4	2	2.3
C=CCOc1c(Br)cc(/C=N\n2nnnc2N)cc1OC	-4	-4	1	3	0	-4	4	10	-0.5
CC(C)(C)OC(=O)n1cc(/C=N/NC(=O)c2ccco2)c2ccccc21	7	-1	4	2	2	0	7	1	5.2
CN(Cc1nc(-c2ccccn2)no1)S(=O)(=O)c1ccc(Br)cc1	-2	-6	-9	-2	0	-4	3	7	-2.5
COC(=O)c1ccc(CSc2nc3c(cnn3-c3ccccc3)c(=O)[nH]2)o1	8	3	-12	-5	-6	-3	1	5	2.4
C/C(=N\NC(=O)c1ccccc1)c1ccccc1F	3	3	7	1	6	5	4	0	1.1
O=C1c2ccc([N+](=O)[O-])cc2C(=O)N1c1ccc([N+](=O)[O-])cn1	-2	-1	8	-2	-1	2	0	0	1.7
O=C(c1c(F)cccc1F)N1CCN(c2ncc(Br)cn2)CC1	20	5	4	4	0	3	-1	1	3.7
CCN(c1ccccc1)S(=O)(=O)c1ccc(Cl)nc1	-2	-4	12	-2	-2	-3	3	6	3.4
CCc1ccc(/C=C2/C(=O)N(CC)C(=S)N2C)s1	6	11	-4	-1	-10	-2	-3	3	-19
CCC(C)C(=O)Nc1nnc(SCC(=O)NC2CCCCC2)s1 (configuration not stated)	-1	-1	-2	3	1	1	-1	-2	0.3
O=C(CN1CCN(S(=O)(=O)N2CCCCC2)CC1)Nc1cc(Cl)ccc1Cl	1	-2	5	0	-1	1	-1	5	1.3
O=C(Cn1c2c(c(=O)n3ncnc13)CCC2)N/N=C/c1cccs1	-4	1	6	-1	4	1	-1	3	2.1
CCNC(=S)Nc1cccc(S(=O)(=O)NC2=NCCC2)c1	2	-1	-2	-3	-2	-5	6	4	1.7
CCN(CC(=O)Nc1c(F)cccc1F)C(=O)C1CC1	-2	.	.	.	4	3	1	3	.
C/C=C/Cn1c(SCc2ccccc2)nc2c1c(=O)[nH]c(=O)n2C	0	2	-2	2	5	-4	14	9	2.1
CN(C)c1nc(N)c([N+](=O)[O-])c(NCc2ccccc2)n1	0	1	-3	-1	-2	9	0	4	-1.2
N#Cc1c(N2CCN(C(=O)c3ccco3)CC2)nc(-c2ccccc2)c2c1CCCC2	10	2	-2	-5	4	-1	0	3	-1.1
CC(C)CCn1c(=O)c2ccccc2n2c(CCl)nnc12	1	-6	81*	-2	7	-2	2	1	-1.6
Cc1cccn2cc(CNC(=O)CC3CCCC3)nc12	-5	3	-2	-2	8	3	1	0	0.6
COc1ccc(NC(=O)Nc2cccs2)cc1OC	-3	0	20	2	1	7	6	10	0.2
Cc1cc(N2CCN(c3ccccc3)CC2)nc(-n2nc(C)cc2C)n1	6	-1	3	-3	7	7	8	6	.
COc1ccc(CCNC(=O)c2ccc(-c3ccc([N+](=O)[O-])cc3Cl)o2)cc1	14	4	-9	7	-1	-4	13	8	-1.6
COc1ccc(S(=O)(=O)NC(CC(=O)N2CCc3ccccc32)c2ccco2)cc1 (configuration not stated)	0	-3	3	2	-2	-6	2	7	0.1

The listing continues.
SMILES	PME-1 inh	TPT1 inh	GSTO1 inh	Fam108B inh	GLD-1 RNA inh	PAD4 inh	MCL1 BIM primary	Bcl-xL primary	MEX-5 binding
CCN(CC)C(=O)c1ccc(C(=O)c2c(C)cc(C)cc2C)cc1	0	-3	18	3	5	2	2	3	5.4
CCN1C(=O)C(=O)N(CC(=O)c2cc(C)n(C3CC3)c2C)C1=O	-3	.	.	.	5	0	-1	5	.
Cn1cc(SCC(=O)N2CCCc3ccccc32)c2ccccc21	9	-3	-2	13	-5	-8	10	4	3.0
COCc1c(C(=O)N/N=C/C2CC=CCC2)nnn1-c1nonc1N (configuration not stated)	-2	1	0	-6	3	0	-2	-6	2.3
COc1ccc(C)cc1NC(=O)C1CCN(S(=O)(=O)c2cccc3cccnc23)CC1	1	2	7	-1	6	6	-1	2	-2.3
COCCn1c(SCC#N)nnc1-c1ccccc1O	-6	1	5	-2	-3	1	27	5	1.4
OCCC1CN(Cc2ccccc2O)CCN1CCCc1ccccc1 (configuration not stated)	-2	-1	4	1	4	-4	-7	4	-1.2
O=C(CSc1nnc(COc2ccc(Cl)cc2Cl)o1)Nc1ccccn1	5	1	2	-6	2	2	10	1	-1.5
O=C1c2ccccc2CSc2c(O)cccc21	-5	-1	11	4	-3	2	14	3	-1.1
O=C(Nc1ccccc1F)C1CC1c1ccccc1 (configuration not stated)	-6	0	5	3	2	2	3	2	-2.0
COc1ccc(-n2cc(-c3ccccc3)[nH]c2=S)c(OC)c1	13	-3	3	-14	0	-4	-2	0	3.4
Cn1cc(CN2CCc3c([nH]c4ccccc34)C2C(C)(C)C)cn1 (configuration not stated)	-1	-1	0	0	3	-2	13	8	-1.3
O=C(Nc1cccc2ncccc12)C(Cl)(Cl)Cl	0	1	7	1	9	-3	5	5	0.0
Cc1ccccc1Nc1n[nH]c(C)c1[N+](=O)[O-]	2	1	0	3	5	-1	-1	-7	-0.2
CCOC(=O)N1CCN(C(=S)Nc2cccc(C)c2C)CC1	-2	4	1	-3	6	-3	3	-2	1.5
COc1ccccc1NC(=O)Cn1nc(-c2ccc3c(c2)OCCO3)ccc1=O	-14	0	3	-1	2	-7	5	5	-0.2
C/C(=N\NC(=O)C(N)=O)c1cccc([N+](=O)[O-])c1	-2	1	7	-1	2	1	2	3	2.5
COc1ccc(N(C)C(=O)c2cn(CC(C)C)c(=O)c3cc(OC)c(OC)cc23)c(OC)c1	-8	-8	-7	-3	-8	-3	-3	-2	-0.6

Source: PubChem (several laboratories)
